ERK EGF block: EGF-driven ERK pathway inhibition; HEK293-V1b, EGF-stimulated phospho-ERK AlphaScreen; AID 1454; hit rate 0.41% among 130,000; Potency, µM (series often up to 11.5 µM), for the others: top-dose activity change, negative = inhibition, usual class: inhibitors; active = well fitted inhibition curve with a large enough effect; inconclusive = small, poorly fitted or top-dose-only effect, or effect the other way;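 also: plate controls were stimulated vehicle wells for no effect and unstimulated vehicle basal for full effect; nearly all actives have a fitted effect of over 55% in size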
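Cell line HEK293 (stable V1b), low serum overnight. Pretreatment: compound 30 min, 37C. EGF 25 nM, 5 min. Detection: SureFire AlphaScreen, 5 h RT. AC50 via standard Hill equation.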
The depositor's hits bear a star; ? = inconclusive; & = joins results of further samples; [ ] = remark or other dose. Potency is read from the fitted curve at half-maximal effect. The list is partial (hit frequency here may not be typical).

SMILES	ERK EGF block
O=c1[nH]n2c(=O)c3c([nH]c2c1N=Nc1cccc(C(F)(F)F)c1)CCCC3	3%
C/C(=N\OCC(=O)Nc1ccc(F)c(F)c1F)c1cc2ccccc2o1	4%
O=C1CC(SC2=NCCS2)C(=O)N1c1ccc(Br)cc1 (stereo unspecified)	-2%
Clc1ccc(CN=C(Nc2ccccc2)NC2CCCCC2)cc1	0%[57.5 µM]
CCOC(=O)C1=C(C)Nc2sc(C(=O)c3ccc(OC)cc3)c(N)c2C1c1ccc(C(=O)OC)cc1 (stereo unspecified)	?
CC1=CC(=O)C2=C(C)C[C@@H]3OC(=O)[C@@H](C)[C@H]3C=C12	-13%
O=c1c[n+]([O-])c2ccccc2n1OCc1c(F)cccc1F	1%
O=C(/C=C/c1ccccc1)c1ccc(NC2=NCCCS2)cc1	?
NCCC[C@@H](CC(=O)N[C@@H]1CCNC[C@H]1C(=O)N[C@H](CC(=O)N[C@@H](CCC(=O)O)CC(=O)O)Cc1c[nH]c2ccccc12)NC(=O)C[C@H](Cc1ccccc1)NC(=O)[C@@H]1CNCC[C@H]1N	-6%
CCn1c(O)c(N=NC(=O)c2cccnc2)c2cc(Br)ccc21	?
COc1cccc(C(=O)NC(=S)Nc2cccnc2)c1	-2%
COc1ccc(C2=NN(c3ccccc3)C(c3cccs3)C2)cc1 (stereo unspecified)	5%
COc1nc(NC(C)C)nc(N(C#N)CN2C(=O)c3ccccc3S2(=O)=O)n1	1%[57.5 µM]
Cc1oc2cc(O)ccc2c(=O)c1-c1ccccc1	-4%
Cc1ccc(OC/C(=N\O)C(C)(C)C)c([N+](=O)[O-])c1	6%
O=C(c1cc2cc(Br)ccc2o1)N1CCCCC1	1%[57.5 µM]
O=[N+]([O-])c1ccc(N2CCN(C(=S)NCc3ccc(Cl)cc3)CC2)cc1	3%[57.5 µM]
C[N+]1(CCCCSc2ccc(O)cc2)CCCCC1	0%
COC(=O)c1cn(NC(=O)Cc2cccc(OC)c2)c(=O)c2ccccc12	-4%
O=C(NC(=S)N1CCN(c2nc(-c3ccccc3)cs2)CC1)c1cccnc1	-1%

The final 2 entries of the section above open the next one.
SMILES	ERK EGF block
COC(=O)c1cn(NC(=O)Cc2cccc(OC)c2)c(=O)c2ccccc12	-4%
O=C(NC(=S)N1CCN(c2nc(-c3ccccc3)cs2)CC1)c1cccnc1	-1%
COc1ccc(N=c2scc(C)n2CCCN2CCCC2=O)cc1	8%
Cc1cccc(NC(=S)NNC(=O)c2ccc3c(c2)OCO3)c1	-11%
CC(C)CC(=O)c1c[nH]c(C(=O)N2CCN(Cc3ccccc3)CC2)c1	6%
CC(=O)Nc1ccc(C2=NNC(=Nc3cccc(S(=O)(=O)N(C)C)c3)SC2)cc1	-9%
Cc1cccc(-n2c(O)c(C=Nc3ccc(O)cc3)c3ccccc3c2=O)n1	0%
Cc1cc(C)nc(NC(=O)C2c3ccccc3Oc3ccccc32)n1	0%
O=C(Nc1cccc(Cl)c1)OC1CCCCc2cccnc21 (stereo unspecified)	8%[57.5 µM]
CCOc1ccc(-n2c(CCc3ccccc3)n[nH]c2=S)cc1	-6%
COc1cccc(-c2nc(NCCc3c[nH]c4ccc(OC)cc34)c3ccccc3n2)c1	25µM*
COc1ccc(S(=O)(=O)NCc2ccc(C(=O)O)cc2)cc1	5%
Cc1ccc(NC(=S)N(Cc2ccco2)C2CCN(C(C)C)CC2)cc1	7%
O=C(O)CSCC(=O)N1CCCCC1	-5%
CC(=O)N(Cc1ccccc1C)c1cccc(C)c1C	1%
CCNC(=S)NCc1ccc2c(c1)OCO2	-2%
COc1ccc(NC(=O)C(CCSC)NC(N)=O)cc1Cl (stereo unspecified)	-1%
CC(C)(C)c1ccc(C(=O)NC(=S)NNC(=O)c2cccs2)cc1	-15%
O=C(Cn1c(=O)oc2cccnc21)Nc1ccccc1Oc1ccc(Cl)cc1Cl	6%[57.5 µM]
O=C(CCCN1CCC(O)(c2ccc(Br)cc2)CC1)c1ccc(F)cc1	-5%[25.7 µM]
COc1ccc2ccc(=O)oc2c1CC=C(C)C	23%&-2%
CCCOc1ccc(Br)cc1/C=N/NC(=O)c1cc(OC)c(OC)c(OC)c1	-9%

Arranged by the number under ERK EGF block (highest first): some entries from above.
SMILES	ERK EGF block
Cc1ccc(NC(=S)N(Cc2ccco2)C2CCN(C(C)C)CC2)cc1	7%
Cc1cccc(-n2c(O)c(C=Nc3ccc(O)cc3)c3ccccc3c2=O)n1	0%
COC(=O)c1cn(NC(=O)Cc2cccc(OC)c2)c(=O)c2ccccc12	-4%

Later entries:
SMILES	ERK EGF block
Cc1cc(C)cc(NCCC#N)c1	9%[57.5 µM]
CCC/C(O)=N\S(=O)(=O)c1ccc(N=NN(C)C)cc1	-2%
CC/C(C)=N\Nc1nc(-c2cc3cc(OC)ccc3oc2=O)cs1	-18%[57.5 µM]
COc1ccc(-n2c(SCC(=O)Nc3nccs3)nc3c(c2=O)SC(C)C3)cc1 (stereo unspecified)	7%
CCC1=C2CC[C@H]3C(=O)NC(=O)[C@H]3[C@H]2[C@@]2(C)C(=NCCc3c[nH]c4ccccc34)OC(=O)N2C1=O	1%
CC1CCCCN1C(=O)/C=C/c1ccccc1[N+](=O)[O-] (stereo unspecified)	?
C/C(CS(=O)(=O)c1ccc(Cl)cc1)=N/NC(N)=S	2%
Cc1sc(NC(=O)C2C3C=CC(C3)C2C(=O)O)c(C(N)=O)c1-c1ccc(C(C)C)cc1 (stereo unspecified)	7%
Cn1c(=O)n(C)c2cc(S(=O)(=O)NCC(=O)O)ccc21	3%
Cc1nn(Cc2cccc(C(=O)Nn3cc([N+](=O)[O-])cn3)c2)c(C)c1[N+](=O)[O-]	-11%
COCCCNC(=S)Nc1cccc(SC)c1	-11%[57.5 µM]
Cc1ccc(NS(=O)(=O)c2cc(OCC(N)=O)c(C)cc2Cl)cc1C	1%
CCCCCc1c(O)nc(SCC(=O)NCC2CCCO2)[nH]c1=O (stereo unspecified)	5%
Cc1csc(SCC(=O)NCc2ccc3c(c2)OCO3)n1	9%[57.5 µM]
CC1=NN(C(=O)COc2ccccc2)C(O)(c2ccccc2)C1 (stereo unspecified)	5%
CCC(C(=O)Nc1cccc(C(=O)O)c1C)c1ccccc1 (stereo unspecified)	-13%
Cc1c(-n2c(SCC(=O)NC(C)C)nc3ccccc3c2=O)c(=O)n(-c2ccccc2)n1C	-5%
O=C(NCc1cccnc1)c1cc2nc(-c3ccc4c(c3)OCO4)cc(C(F)(F)F)n2n1	-3%
N#CC1=C(N)C2=CCCC[C@H]2[C@H](c2cccc(F)c2)C1(C#N)C#N	3%
COc1ccccc1NC(=S)N1CCC(C(=O)c2ccc(F)cc2)CC1	5%
C[C@H](NC(=O)c1nc[nH]c1C(=O)NC1CCN(C(=O)OC(C)(C)C)CC1)C(=O)OC(C)(C)C	-11%[57.5 µM]
Cc1cc(C)c(/C=N/NC(=O)c2nnn(-c3nonc3N)c2COc2ccc(F)cc2)c(C)c1	-4%[57.5 µM]
CN1C(=O)C(CCC(=O)O)NC1=S (stereo unspecified)	-8%[57.5 µM]
Cc1cc(/C=N/NC(=O)c2ccsc2)c(C)n1-c1cnccn1	-11%
CC(C)OC(=O)c1cccc(C(=O)O)n1	2%
COc1ccc(Nc2nc(N)nc(CSc3nccn3C)n2)cc1	0%
CCOC(=O)c1ccc(NC(=S)NN)cc1	-8%
O=C(Nc1ccccc1)C1=C[C@@H](C2CCCCC2)C[C@@H](OCc2ccc(CO)cc2)O1	6%[57.5 µM]
O=C(Nc1ccc(Cl)cc1)Nc1ccccc1CC[N+](=O)[O-]	-4%
COc1cccc(-c2nc(COc3ccc(Cl)cc3Cl)no2)c1	12%[57.5 µM]
CN(C)CCN(Cc1ccccc1)S(=O)(=O)c1ccc2c(c1)n(C)c(=O)c(=O)n2C	22%[57.5 µM]
CC1(C)CC2c3cccc(C(=O)O)c3C(=O)N2c2c1ccc1ccccc21 (stereo unspecified)	-2%
COc1cc2c(-c3ccccc3O)nc3c(c(C)nn3-c3ccccc3)c2cc1OC	-1%
CCC1(C)Cc2c(sc(NC(=S)NC(=O)c3ccccc3)c2C#N)CO1 (stereo unspecified)	-5%
CC(C)CC1NC(=O)N(CC(=O)Nc2ccc3c(c2)CCC3)C1=O (stereo unspecified)	-3%
NC(=O)CC(NC(=O)c1ccccc1)c1ccc(NCc2ccccc2)c([N+](=O)[O-])c1 (stereo unspecified)	?
Cc1ccc(-c2nnc(N3CC(C)OC(C)C3)c3ccccc23)cc1 (stereo unspecified)	-1%
O=C(NCc1ccco1)C1CCC(N2C(=O)C3C4CCC(C4)C3C2=O)CC1 (stereo unspecified)	-9%
Cc1nc(C(=O)NC2CCCCC2)sc1C1(C)CC(c2cccc([N+](=O)[O-])c2)=NO1 (stereo unspecified)	-18%[57.5 µM]
Cc1ccc(S(=O)(=O)NN2C(=O)c3ccccc3NC2c2ccccc2)cc1 (stereo unspecified)	-11%
CCc1ccccc1NC(=S)N(CCOC)C(C)c1ccco1 (stereo unspecified)	-7%[57.5 µM]
Cc1cccc(C)c1Nc1nnc(SCC(=O)NC2CCS(=O)(=O)C2)s1 (stereo unspecified)	3%
COC(=O)[C@@]1(C)CC[C@]2(C)CC[C@@]3(C)C(=CC(=O)C4[C@@]5(C)CC[C@H](O)C(C)(C)[C@@H]5CC[C@]43C)[C@H]2C1 (stereo partly specified)	-13%[57.5 µM]
CCN1C(=C(C#N)C#N)C=Cc2ccccc21	-5%
Cc1nc2ccc(NC(=O)Cc3c(F)cccc3Cl)cc2s1	3%[57.5 µM]
COC(CN(C(=O)CCl)C(C(=O)NC1CCCCC1)c1ccc(C)cc1)OC (stereo unspecified)	-7%
C=CCN(CC=C)CCOc1cccc2ccccc12	-6%
CC(C)N(CCCNC(=O)c1ccc(N2CCCC2=O)cc1)Cc1ccccc1	8%
CCCN(CCC)CC(=O)N1CC(=O)Nc2ccccc21	0%[57.5 µM]
Cc1ccc(C(=O)NCC(=O)OCC(=O)NCC(F)(F)F)cc1	4%
CCN1C(=O)/C(=C\c2ccc(-c3ccc([N+](=O)[O-])cc3OC)o2)SC1=Nc1cccc(C(=O)O)c1	-3%
Cc1nn(C)c(Cl)c1CN1CCN(CC(C)C)C(CCO)C1 (stereo unspecified)	4%
Nc1nnc(Cc2ccc(F)cc2)s1	-5%[57.5 µM]
Cc1sc(NC(=S)NC(=O)C2CCCCC2)c(C(N)=O)c1C	6%
Cc1nn(Cc2ccc(C(=O)NN)o2)c(C)c1Cl	-2%[57.5 µM]
Cc1ccc(NC(=O)C(OC(=O)c2ccccc2Cl)c2ccccc2)cc1Cl (stereo unspecified)	0%
COC(=O)c1ccccc1NC(=S)N(Cc1ccc2c(c1)OCO2)Cc1cc2cc(OC)ccc2[nH]c1=O	-14%
O=[N+]([O-])c1ccccc1/C=N/NC1=NS(=O)(=O)c2ccccc21	-1%
CC(O)CN(C)CC/C=C1/c2ccccc2CSc2ccccc21 (stereo unspecified)	1%
CCCCNC(=O)N1CCc2ccccc2C1	-14%

Remaining list, next part:
SMILES	ERK EGF block
O=S(=O)(Nc1ccccc1N1CCCCC1)c1cccs1	-15%[57.5 µM]
CCCCCCCCN[C@@H](C)[C@H](O)c1ccc(SC(C)C)cc1	1%[25.7 µM]
Cc1cc(/C=C(\C#N)C(=O)NC2CCCCCC2)c(C)[nH]1	10%
COc1cc(CN2C(=S)NC(C)(C)CC2(C)O)cc(OC)c1 (stereo unspecified)	-3%
O=C(Nc1ccc(Cl)cc1)N1CCC(CO)(Cc2ccccc2)CC1	8%
CC(C)[C@H](NC(=O)OCc1ccccc1)C(=O)OCC(=O)Nc1c(F)cccc1F	-2%
O=C(c1cc([N+](=O)[O-])cc([N+](=O)[O-])c1)N1CCN(C(=O)c2ccco2)CC1	3%[57.5 µM]
Cc1ccc(C(=O)NCC(=O)OCC(=O)Nc2ccc(Cl)cc2C(F)(F)F)cc1C	2%
Cc1ccc(N2CC(=O)N(c3ccc(C)cc3)CC2=O)cc1	3%[57.5 µM]
N=c1sccn1CC(=O)Nc1cc(Cl)ccc1[N+](=O)[O-]	-12%
OC(COc1ccccc1)CN1CCN(CC(O)COc2ccccc2)CC1 (stereo unspecified)	4%
CCOc1ccc(N(CCCCO)C(=S)NC(=O)c2ccc(C)c(Br)c2)cc1	-3%
O=S(=O)(NCCC1CC1(Cl)Cl)c1ccccc1 (stereo unspecified)	?
O=C(c1ccncc1)c1ccc(N2CCN(C3CC(=O)N(Cc4cccs4)C3=O)CC2)cc1 (stereo unspecified)	?

Rewritten field by field: entries from further up.
Compound: O=C(CCCN1CCC(O)(c2ccc(Br)cc2)CC1)c1ccc(F)cc1
  ERK EGF block: -5%[25.7 µM]
Compound: COc1ccc2ccc(=O)oc2c1CC=C(C)C
  ERK EGF block: 23%&-2%
Compound: CCCOc1ccc(Br)cc1/C=N/NC(=O)c1cc(OC)c(OC)c(OC)c1
  ERK EGF block: -9%
Compound: Cc1cc(C)cc(NCCC#N)c1
  ERK EGF block: 9%[57.5 µM]
